SENP7 inh: SENP7 protease inhibitors, primary screen, biochemical, luminescence, uHTS; Sentrin-specific protease 7 (Homo sapiens), Q9BQF6; recombinant SENP7, Z-RLRGG-aminoluciferin luminescence, 40 min; inhibition, % at 5 µM; 1.5% of 330,000 active;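 active = inhibition above about 50% at the single test dose, limit read from the data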;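 also: plate controls were DMSO with enzyme for no effect and no enzyme buffer wells for full effect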
UBC13 polyUb: UBC13 polyubiquitin chain formation inhibitors, primary screen, biochemical, TR-FRET, uHTS; inhibition, % at 20 µM; 0.47% of 330,000 active; in the data active = inhibition above about 45%, passing the limit was not always enough
Target sequence (P61088 whole entry, looked up): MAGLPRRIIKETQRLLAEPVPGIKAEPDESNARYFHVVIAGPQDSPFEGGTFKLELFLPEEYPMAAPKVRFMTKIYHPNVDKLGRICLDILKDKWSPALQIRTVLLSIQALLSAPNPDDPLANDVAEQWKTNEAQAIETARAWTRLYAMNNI
SENP8 block-1: human SENP8 protease inhibitors, primary screen, biochemical, fluorescence, Nedd8 protein substrate, uHTS. 0.64% of 360,000 active. recombinant SENP8. Sentrin-specific protease 8 (Homo sapiens), Q96LD8. inhibition, % at 20 µM. AID 602440, 2012; in the data active = inhibition mostly above about 40%, no sharp cut-off; inactive = mostly below about 27%
Target sequence (Q96LD8 whole entry, looked up): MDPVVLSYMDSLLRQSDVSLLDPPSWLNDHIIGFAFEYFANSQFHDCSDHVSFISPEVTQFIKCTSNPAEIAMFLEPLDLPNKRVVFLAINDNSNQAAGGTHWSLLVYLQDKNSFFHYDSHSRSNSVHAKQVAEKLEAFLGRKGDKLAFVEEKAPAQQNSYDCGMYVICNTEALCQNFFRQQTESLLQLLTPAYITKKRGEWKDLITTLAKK
Apaf-1 inh: inhibitors of human Apaf-1 apoptosome, primary screen, biochemical, DEVD-Rh110 fluorescence, uHTS | inhibition, % at 20 µM | 0.71% of 330,000 active | reconstituted apoptosome caspase-3 activity | Apoptotic protease-activating factor 1 (Homo sapiens), O14727; active = inhibition of at least 40% at 20 µM;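 also: plate controls were DMSO wells for no effect and DEVD-CHO caspase inhibitor wells for full effect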
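Material: cell-free apoptosome with Apaf-1, procaspase-3 and caspase-9; Buffer or medium: Hepes pH 7.5 with detergent and BSA; Reagent: cytochrome c trigger plus (Z-DEVD)2-Rh110 caspase-3 substrate; Times: compound with Apaf-1, dATP, procaspase-3 30 min, then 50 min reaction, room temperature; Technique: Rh110 fluorescence intensity.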
APOBEC3G inh: APOBEC3G DNA deaminase inhibitors, primary screen, biochemical, fluorescence, single-stranded DNA substrate, uHTS | DNA dC->dU-editing enzyme APOBEC-3G (Homo sapiens), Q9HC16 | recombinant A3G, ssDNA deamination FAM/TAMRA fluorescence | inhibition, % at 20 µM | 0.28% of 330,000 active | AID 493012, 2011;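 active = inhibition of at least 40% at 20 µM, with no more than 30% in the related APOBEC3A deaminase screen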;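 also: plate controls were DMSO wells with A3G for no effect and wells lacking A3G enzyme for full effect; some compounds called inactive have numbers as strong as hits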
SENP1 inh: human SENP1 catalytic domain inhibitors, primary screen, biochemical, FRET, uHTS; Sentrin-specific protease 1 (Homo sapiens), Q9P0U3; recombinant SENP1 catalytic domain, CyPet-SUMO1-YPet FRET cleavage; inhibition, % at 10 µM; 0.21% of 360,000 active;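 active = inhibition at least 30% at 10 µM, raw YFP signal under a set limit, fluorescence ratio 0.5 to 1.5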;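 also: 0% = enzyme with DMSO and 100% = no enzyme wells; some results filed as inactive read as strong as hits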
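System: Recombinant human SENP1 catalytic domain, His6-tagged | Incubation: Enzyme reaction for 50 min at room temperature, dark | Medium: Tris pH 8 with BME, BSA, NP40 and catalase | Also added: 25 nM SUMO1 FRET substrate | Compound: 10 µM single point, 0.5% DMSO | Measured by: FRET fluorescence in CFP and YFP emission channels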
SENP8 block-2: SENP8 protease inhibitors, primary screen, biochemical, luminescence; purified SENP8, Z-RLRGG-aminoluciferin cleavage; inhibition, % at 10 µM; Sentrin-specific protease 8 (Homo sapiens), Q96LD8; AID 2540, 2010; 1.2% of 330,000 active; in the data active = inhibition above about 50%
SENP6 inh: SENP6 protease inhibitors, primary screen, biochemical, luminescence, uHTS; Recombinant SENP6 catalytic domain, aminoluciferin luminescence; inhibition, % at 10 µM; 1.8% of 330,000 active; AID 2599, 2010;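 active = inhibition above about 50% at the single tested dose, limit read from the data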;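 also: plate controls were DMSO wells with enzyme for no effect and DMSO wells lacking enzyme for full effect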
Target sequence (Q9GZR1 628-1112 limits assumed): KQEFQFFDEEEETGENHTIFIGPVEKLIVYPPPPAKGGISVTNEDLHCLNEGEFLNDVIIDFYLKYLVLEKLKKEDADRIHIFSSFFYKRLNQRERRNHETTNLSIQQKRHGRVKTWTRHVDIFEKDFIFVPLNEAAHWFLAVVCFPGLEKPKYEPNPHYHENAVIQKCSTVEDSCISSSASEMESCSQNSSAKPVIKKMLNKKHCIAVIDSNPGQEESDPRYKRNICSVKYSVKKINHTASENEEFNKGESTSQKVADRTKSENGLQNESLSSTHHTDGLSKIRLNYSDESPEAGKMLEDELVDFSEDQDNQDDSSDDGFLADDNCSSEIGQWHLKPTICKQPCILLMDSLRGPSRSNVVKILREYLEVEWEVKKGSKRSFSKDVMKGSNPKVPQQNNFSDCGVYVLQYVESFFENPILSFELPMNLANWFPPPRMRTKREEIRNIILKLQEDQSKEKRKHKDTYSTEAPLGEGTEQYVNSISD
Numbers without * were called inactive; nt = not tested or not shown. Random draw from the library (roughly 3.6% active in at least one column).

canonical_smiles,SENP7 inh,UBC13 polyUb,SENP8 block-1,Apaf-1 inh,APOBEC3G inh,SENP1 inh,SENP8 block-2,SENP6 inh
Cc1cc2ccccc2cc(C)c1=O,-7,-11,12,10,-1,2,-2,-7
CC(OC(=O)c1ccc2ncsc2c1)C(=O)NCc1ccccc1 (stereo unspecified),1,4,nt,-5,-9,nt,-4,-5
CCOc1cc(C2C(C#N)=C(N)Oc3n[nH]c(CC)c32)ccc1OCCN1CCOCC1 (stereo unspecified),11,-10,9,5,1,-3,-1,-13
N#CC(Cc1ccccc1)(Cc1ccccc1)C(=O)NN,2,4,25,-1,-4,-2,3,-6
O=c1[nH]nc(Cc2ccc(-c3ccc(Cl)cc3)o2)c2ccccc12,-3,8,17,12,1,1,-1,-18
COc1ccc(/C=C/C(=O)Nn2cnnc2)cc1,3,7,-6,0,-8,2,0,-3
O=C(N[C@H]1C/C=C\C(c2cccc(F)c2)N(Cc2ccccc2)C(=O)C1)OCC1c2ccccc2-c2ccccc21 (stereo partly specified),-1,nt,0,16,0,2,nt,nt
COc1ccc(-c2[nH]ncc2-c2nc(C)cs2)c(O)c1,-2,3,-5,-7,7,-1,-1,1
O=C(CCNC(=O)c1ccco1)Nc1cccc(C(F)(F)F)c1,2,-1,16,10,-8,3,-8,-32
CN(C)c1ccc(C(=O)Nc2ccc(O)c3c(=O)cc(-c4ccccc4Cl)oc23)cc1,4,-2,-69,10,12,1,-4,1
O=C(CC(CC(=O)c1ccc(Br)cc1)c1cccnc1)c1ccc(Br)cc1,1,9,5,8,4,-2,1,-13
C/C(=N\NC(=O)c1nnn(-c2nonc2N)c1-c1ccc2c(c1)OCO2)c1cccs1,8,-4,-38,-1,-5,2,-9,7
Cc1cc(NC(=O)c2ccoc2C)no1,39,-6,4,0,1,-1,14,-8
C=CCNC(=S)Nc1cc(C)ccn1,-3,10,8,-7,-2,1,-1,-21
COc1ccc(-c2nc(-c3cccs3)no2)cc1,99*,4,27,-9,-5,2,96*,99*

Look-ups from the results shown:
For SENP1 inh, CN(C)c1ccc(C(=O)Nc2ccc(O)c3c(=O)cc(-c4ccccc4Cl)oc23)cc1 is entered as 1
For SENP6 inh, Cc1cc(NC(=O)c2ccoc2C)no1 is entered as -8

Remaining list, next part.
canonical_smiles,SENP7 inh,UBC13 polyUb,SENP8 block-1,Apaf-1 inh,APOBEC3G inh,SENP1 inh,SENP8 block-2,SENP6 inh
O=C(COC(=O)C1(c2ccc(F)cc2)CCCC1)N1CCNC1=O,-4,5,6,-3,-5,2,1,1
CC1CCN(C(=O)Cn2cc3c(n2)CCCC3)CC1,-1,6,4,-5,-5,1,2,-3
CCn1c(CNC(=O)c2ccc(OC)c(OC)c2)nnc1SCC(=O)c1ccc(OC)cc1,12,-14,17,3,-5,3,-4,-13
COc1cc2c(cc1OC)C(c1ccccc1)N(C(=O)c1ccccc1F)CC2 (stereo unspecified),8,-2,16,7,-3,2,-4,11
COc1ccccc1CCNC(=O)c1ccccc1SCC(=O)N1CCCC1,0,6,-4,-14,-6,0,1,5
C/C(=N\NC(=O)c1ccc(N/N=C(\C)c2ccncc2)cc1)c1ccncc1,3,-8,-23,2,-7,-2,2,-6
CC1CN(C2=NC(=O)/C(=C/c3ccncc3)S2)CC(C)O1 (stereo unspecified),6,-8,24,-23,-5,-1,2,1
CCC1CCCCN1C(=O)CCS(=O)(=O)c1ccccc1 (stereo unspecified),-4,2,13,-4,-4,2,3,-8
Cc1nc(CNS(=O)(=O)c2cccnc2)cs1,-9,0,4,-19,-6,1,-2,-4
CCOC(=O)C1CCN(S(=O)(=O)c2c(C)n(C)c(=O)n(C)c2=O)CC1,-1,-2,16,1,2,2,-1,-8
O=C(Nc1ccc(S(=O)(=O)Nc2nccs2)cc1)c1c(F)c(F)c(F)c(F)c1F,4,-11,6,12,8,2,0,-22
CC1CCCC(C)N1C(=O)COC(=O)CNC(=O)C12CC3CC(CC(C3)C1)C2 (stereo unspecified),-4,3,10,3,-6,-1,13,-1
O=C(Cc1ccc([N+](=O)[O-])cc1)Nc1ccc2c(c1)C(=O)NC2=O,10,6,-214,-5,-3,5,3,-6
CC(C)C[C@H](N)C(=O)N1CCC(C(=O)N[C@H](C(=O)NC(C)c2ccccc2)C(C)C)CC1 (stereo partly specified),-8,7,42*,-1,-2,0,4,7
CSc1ccc(NC(=O)NCCN2CCc3ccccc3C2)cc1,2,9,28,-10,-7,-1,2,-7
O=C1Cc2cc(S(=O)(=O)N3CCCCC3)ccc2N1,-3,0,-1,9,-4,-7,4,5
COCCOc1cc(NC(=O)c2ccccc2)c(Cl)cc1Cl,6,-2,15,5,0,2,4,20
CC(C)N(C(=O)[C@H]1C[C@H](CC(=O)NC(C)(C)C)C(=O)N2CCc3c([nH]c4cc(CCC(=O)N(C)C)ccc34)[C@]12C)C(C)C,-17,nt,2,10,1,-2,nt,nt
CCOc1ccc(-c2nc(CN(Cc3ccccc3)C[C@@H]3CCC(=O)N3)c(C)o2)cc1,7,4,-9,31,-7,-1,-8,-35
Cc1ccc(Nc2ncnc3sccc23)c(C)c1,-2,0,-3,-1,-9,-40,-11,0
CCOC(=O)C1=C(C)NC(=S)NC1c1cccs1 (stereo unspecified),-1,8,18,-3,-13,4,5,15
Cn1c(=O)n(CC(=O)Nc2ccccc2)c2ccccc21,3,2,25,11,0,1,-7,-8
Cc1ccc(C(=O)NCC(=O)NC2CC2)cc1,12,-3,13,-4,-4,1,-7,-13
CC(=O)c1sc(NC(=O)c2cc(=O)c3ccccc3o2)nc1C,64*,-12,15,2,-8,4,67*,82*
Cc1c(CCO)c(=O)n(-c2ccccc2)n1S(=O)(=O)c1c(Cl)cc(Cl)cc1Cl,-7,-10,14,19,-10,2,-4,0
CC1CCN(CCCNS(=O)(=O)c2ccc3c(c2)CCN3C(=O)C2CC2)CC1,3,5,16,-6,-2,2,-4,-1
Cc1ccc(NC(=O)c2cc(=O)n(Cc3ccccc3)c(=O)[nH]2)cc1C,-5,-2,-6,-1,-2,-2,0,-13
CCOC(=O)c1cc(NC(=O)c2cnccn2)cc(C(=O)OCC)c1,6,5,6,-4,-2,0,3,-2
C[C@H](NC(=O)N1CCn2c1nc1ccccc12)C(=O)N1CCCCC1,8,6,14,-5,-9,2,-4,-17
Cc1ccc(S(=O)(=O)Nc2ccc(N3CCN(C)CC3)nc2)cc1,3,1,-1,-8,-5,-4,6,-22

Four entries from above, field by field:
O=c1[nH]nc(Cc2ccc(-c3ccc(Cl)cc3)o2)c2ccccc12
- SENP7 inh: -3
- UBC13 polyUb: 8
- SENP8 block-1: 17
- Apaf-1 inh: 12
- APOBEC3G inh: 1
- SENP1 inh: 1
- SENP8 block-2: -1
- SENP6 inh: -18
COc1ccc(/C=C/C(=O)Nn2cnnc2)cc1
- SENP7 inh: 3
- UBC13 polyUb: 7
- SENP8 block-1: -6
- Apaf-1 inh: 0
- APOBEC3G inh: -8
- SENP1 inh: 2
- SENP8 block-2: 0
- SENP6 inh: -3
O=C(N[C@H]1C/C=C\C(c2cccc(F)c2)N(Cc2ccccc2)C(=O)C1)OCC1c2ccccc2-c2ccccc21 (stereo partly specified)
- SENP7 inh: -1
- UBC13 polyUb: nt
- SENP8 block-1: 0
- Apaf-1 inh: 16
- APOBEC3G inh: 0
- SENP1 inh: 2
- SENP8 block-2: nt
- SENP6 inh: nt
COc1ccc(-c2[nH]ncc2-c2nc(C)cs2)c(O)c1
- SENP7 inh: -2
- UBC13 polyUb: 3
- SENP8 block-1: -5
- Apaf-1 inh: -7
- APOBEC3G inh: 7
- SENP1 inh: -1
- SENP8 block-2: -1
- SENP6 inh: 1

The listing continues:
canonical_smiles,SENP7 inh,UBC13 polyUb,SENP8 block-1,Apaf-1 inh,APOBEC3G inh,SENP1 inh,SENP8 block-2,SENP6 inh
Cc1cc(Nc2cccc(Cl)c2)n2ncnc2n1,4,-5,16,-7,-3,-1,-1,-1
O=C1CS/C(=N\C(=O)N2c3ccccc3Sc3ccccc32)N1,7,-6,-9,16,-2,-4,1,4
Cc1cccc(N2CCN(C(=O)c3ccc4nc(-c5ccco5)c(-c5ccco5)nc4c3)CC2C)c1 (stereo unspecified),13,-32,-254,60*,64,-19,17,13
CC(=O)Nc1ccc(/C(C)=N/NC(=O)c2ccc(F)cc2)cc1,-12,-16,14,8,-6,0,-7,-19
COC(=O)[C@@H]1CCCN1Cc1nc(Cc2ccc(OC)c(OC)c2)no1,-7,-17,11,-2,-2,3,-4,-11
O=C(Nc1ncccc1Cl)c1cccc(F)c1,-7,0,16,-4,-6,2,-16,-6
CCOC(=O)C(=O)N/N=C/c1cccc(Br)c1,-2,2,15,2,0,3,8,4
CCNS(=O)(=O)c1ccc(NC(=O)c2cccnc2)cc1,-3,1,8,-18,-5,0,-4,-14
Cc1ccc(S(=O)(=O)N(CC(=O)Nc2ccccc2C(=O)O)c2ccc(Cl)cc2)cc1,0,-3,4,12,-3,3,6,2

Screens as filed in PubChem.
